Mtb RmlCD inh: inhibitors of Mycobacterium tuberculosis RmlC and RmlD coupled enzymes; P9WH09+P9WH11; RmlC+RmlD coupled enzyme assay, percent inhibition; primary screen in compound mixtures; inhibition, % at 3.6 µM; actives 0.03% (n = 160,000); AID 1533; in the data active means inhibition mostly above about 34%, no sharp cut-off; inconclusive means no clear call, values can overlap the other calls; inactive means mostly below about 22%; further: some results filed as inactive read as strong as hits
Target sequence (P9WH09 whole entry, looked up): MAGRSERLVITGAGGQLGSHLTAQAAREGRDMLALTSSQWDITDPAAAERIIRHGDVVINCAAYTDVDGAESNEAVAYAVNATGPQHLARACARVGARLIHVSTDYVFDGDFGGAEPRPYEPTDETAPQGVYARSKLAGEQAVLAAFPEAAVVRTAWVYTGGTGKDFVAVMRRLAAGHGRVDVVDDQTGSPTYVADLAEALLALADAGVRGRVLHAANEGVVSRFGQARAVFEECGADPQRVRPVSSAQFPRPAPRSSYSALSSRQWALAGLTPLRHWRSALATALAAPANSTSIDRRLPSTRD
Target sequence (P9WH11 whole entry, looked up): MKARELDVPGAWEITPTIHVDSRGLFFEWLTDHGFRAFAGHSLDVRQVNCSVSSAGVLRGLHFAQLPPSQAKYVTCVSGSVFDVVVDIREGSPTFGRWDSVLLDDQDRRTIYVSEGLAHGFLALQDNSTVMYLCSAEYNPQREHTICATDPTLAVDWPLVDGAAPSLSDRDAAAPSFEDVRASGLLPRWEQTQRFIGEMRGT
M. tuberculosis GlmU: inhibition of mycobacterial GlmU enzyme – biochemical, glucosamine-1-phosphate acetyltransferase (AID 1376) | M. tuberculosis GlmU acetyltransferase enzyme assay; higher % means a stronger effect | one-dose inhibition, %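 (tested at 30 µM in the primary screen)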; IC50 in µM for titrated hits | actives 0.25% (n = 220,000); in the data active means inhibition above about 13%; inconclusive means no clear call, values can overlap the other calls;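 further: 0% = complete reaction with vehicle and 100% = reaction without substrate; strong numbers were not always called active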
* hit, by the source's call; ? = inconclusive; · = not tested or not shown.

Sequence of screens: M. tuberculosis GlmU	Mtb RmlCD inh
> COCCN1C(=O)c2ccccc2C(C(=O)Nc2ccc3c(c2)OCCO3)C1c1ccc(F)cc1 (centres undefined)
→ 5.6%	·
> COc1ccc(CC(=O)Nc2ccc(S(=O)(=O)Nc3ncccn3)cc2)cc1OC
→ 3.4%	·
> CC(C)Cn1c(N)c(C(=O)COC(=O)c2cnc(Cl)c(Cl)c2)c(=O)n(C)c1=O
→ 1.7%	-4.0
> O=C1CCCN1CCCNC(=S)Nc1ccccc1Cl
→ 7.3%	-13.3
> CC(C)N=c1scc(-c2ccco2)n1/N=C/c1ccc(O)c(O)c1
→ 1.6%	35.6
> c1ccc(CC2CNc3ccccc3CN2)cc1 (centres undefined)
→ -5.9%	-1.8
> Cc1cc(NC(=O)Nc2ccc(Cl)c(Cl)c2)n(-c2ccccc2)n1
→ ·	1.8
> CCC(CC)NC(=O)COC(=O)c1cc(Br)ccc1Cl
→ -6.0%	?
> CN(C)CC(O)COC(c1ccc(Cl)cc1)c1ccc(Cl)cc1 (centres undefined)
→ -6.0%	5.2
> COc1ccccc1/C=C/CN1CCN(c2ccccc2)CC1
→ 1.1%	·
> Cc1ccc(SCC(=O)Nc2cccc(NC(=O)c3ccco3)c2)cc1
→ 4.2%	-5.1
> Brc1ccc(-c2csc(N/N=C/c3ccco3)n2)cc1
→ -3.5%	-11.2
> CCOC(=O)C1C(=O)C=C(c2cccs2)CC1c1ccccc1 (centres undefined)
→ -6.1%	7.5
> CCOc1ccc2[nH]c(C)c(CN3CCCCC3)c(=O)c2c1
→ ·	-11.2
> O=C(C1=C(O)C(=O)N(Cc2ccccc2)C1c1ccco1)c1ccco1 (centres undefined)
→ -3.6%	0.9
> Nc1cc([N+](=O)[O-])ccc1Nc1ccccc1
→ -6.4%	·
> Cn1ncc(C(=O)Nc2ccc(OC(F)(F)F)cc2)c1-n1cccc1
→ 2.2%	10.3
> NC(=O)c1ccsc1NC(=O)CSc1nc2ccccc2c(=O)n1CCCO
→ 0.3%	-11.5
> O=S(=O)(c1ccc(Oc2ccc(S(=O)(=O)N3CCOCC3)cc2)cc1)N1CCOCC1
→ -1.1%	7.7
> COc1cccc(CN2CCNC(=O)C2CC(=O)N2CCCCO2)c1OC (centres undefined)
→ -1.4%	2.0
> O=C(CCN1C(=O)C2C3CCC(C3)C2C1=O)Nc1ccccc1C(F)(F)F (centres undefined)
→ 0.0%	-0.2
> CCCNC(=O)NNC(=O)c1ccc(F)cc1
→ -3.8%	-1.4
> O=C(c1ccc(Cl)c(S(=O)(=O)N2CCCC2)c1)N1CCN(c2ccc(F)cc2)CC1
→ -1.5%	1.0
> NC(=O)c1ccc(NC(=O)COC(=O)c2cc(S(=O)(=O)N3CCOCC3)ccc2N2CCCCC2)cc1
→ ·	6.0
> COC(=O)c1sc(-c2ccc(Cl)cc2)cc1NC(=O)CSCC(=O)O
→ 2.7%	15.3
> COc1ccc(-c2cc(C(F)(F)F)n3nc(C(=O)N4CCC5(CC4)OCCO5)cc3n2)cc1OC
→ 2.4%	-4.2
> C=CCn1c(SCC(=O)NNC(=O)Nc2cccc(Cl)c2)nnc1-c1ccccc1
→ 2.7%	-7.1
> CCOC(=O)c1sc(=NC(=O)c2cc(OC)c(OC)c(OC)c2)n(C)c1C
→ -2.4%	-1.8
> COc1cc(CC(=O)OCC(=O)Nc2ccc(N3CCOCC3)cc2)cc(OC)c1OC
→ -2.0%	·
> CCC1Oc2ccc(C)cc2N(CC(=O)NCCC2=CCCCC2)C1=O (centres undefined)
→ -2.9%	15.4

Profiles as entered above. Values in the order: M. tuberculosis GlmU	Mtb RmlCD inh
Entry for `O=S(=O)(c1ccc(Oc2ccc(S(=O)(=O)N3CCOCC3)cc2)cc1)N1CCOCC1` → -1.1%	7.7
Entry for `O=C(CCN1C(=O)C2C3CCC(C3)C2C1=O)Nc1ccccc1C(F)(F)F` (centres undefined) → 0.0%	-0.2

3 entries already listed, sorted by heavy-atom count, high to low.
Sequence of screens: M. tuberculosis GlmU	Mtb RmlCD inh
> NC(=O)c1ccsc1NC(=O)CSc1nc2ccccc2c(=O)n1CCCO
→ 0.3%	-11.5
> CCC(CC)NC(=O)COC(=O)c1cc(Br)ccc1Cl
→ -6.0%	?
> Nc1cc([N+](=O)[O-])ccc1Nc1ccccc1
→ -6.4%	·

(list continues)
Sequence of screens: M. tuberculosis GlmU	Mtb RmlCD inh
> Cc1ccc(NC(=O)c2ccc(F)cc2)cc1S(=O)(=O)N1CCCCCC1
→ -5.6%	·
> O=C(NNc1ccc(-c2csnn2)cc1)c1ccccc1C(F)(F)F
→ 0.3%	48.8
> Cc1nc(S(=O)(=O)N2CCOCC2)c(C#N)c(C)c1Cl
→ -4.4%	-13.4
> CN1CCN(S(=O)(=O)c2ccc(NC(=O)c3ccc(Br)s3)cc2)CC1
→ -2.3%	-7.4
> CCC(=NCCc1c[nH]c2ccccc12)c1c(O)n(-c2ccc(C)cc2)c(=O)[nH]c1=O
→ 0.8%	-13.0
> COc1ccc(/C=C/C(=O)Nn2cnnc2)cc1
→ -0.1%	·
> Cc1cccn2c(=O)c(/C=C(\C#N)S(=O)(=O)c3ccccc3)c(Oc3ccc(Cl)cc3)nc12
→ -1.6%	7.5
> Cc1ccc(Nc2nc(C(=O)N3CCC(C(=O)N4CCN(C)CC4)CC3)cs2)cc1
→ 1.0%	-6.3
> COc1ccc(C)cc1NC(=O)C(c1ccccc1)N1CCNC(=O)C1 (centres undefined)
→ 7.3%	6.9
> CC(=O)OCC(=O)[C@@]1(O)CC[C@H]2[C@@H]3CCC4=CC(=O)CC[C@]4(C)[C@H]3C(=O)C[C@@]21C
→ -0.6%	·
> O=C(CNS(=O)(=O)c1cccc(Cl)c1)OCc1csc(-c2ccccc2)n1
→ -4.5%	3.9
> O=C(NCc1cccnc1)NC1CCCN1S(=O)(=O)c1ccc(Cl)cc1 (centres undefined)
→ 3.5%	·
> O=C(NCC1CCCO1)C(c1cccs1)N(C(=O)Cn1nnc(-c2cccs2)n1)C1CCCC1 (centres undefined)
→ 4.2%	0.7
> CN(C(=O)N1CCN(c2ccccn2)CC1)c1ccccc1
→ 0.6%	-6.0
> COc1ccc(C)cc1-n1nnnc1SCC(=O)c1ccc2c(c1)OCCO2
→ 2.7%	8.3
> COc1ccccc1NC(=O)c1ccc(NS(=O)(=O)c2ccc(F)c(Cl)c2)cc1
→ 1.9%	·
> CN(C)Cc1ccccc1Sc1cccc2ccccc12
→ 1.4%	3.4
> O=C(NN=C1CCCC1)C(=O)Nc1cccc(C(F)(F)F)c1
→ -3.5%	9.6
> Cc1ccccc1Oc1cc(NC(=O)CCCn2nc(C)c([N+](=O)[O-])c2C)cc([N+](=O)[O-])c1
→ 2.5%	-13.7
> COc1ccc(-n2c(C)cc(C(=O)COC(=O)c3cc(OC)c(OC)cc3NC(=O)c3cccs3)c2C)cc1
→ 2.5%	5.7
> C/C=C/Cn1c(Br)nc2c1c(=O)[nH]c(=O)n2C
→ 1.6%	-6.3
> C=CCNC(=S)N1CCC(C(N)=O)CC1
→ 1.3%	-6.8
> COc1ccc(C2c3c(oc4ccccc4c3=O)C(=O)N2Cc2ccncc2)cc1OC (centres undefined)
→ -4.0%	·
> Cc1ccc(NC(=O)CSc2nc(=O)cc(N)n2-c2ccccc2)cc1
→ -5.2%	·
> COc1ccc(-n2nc(C(=O)NCC(=O)NCCCN3CCCCCC3)c3ccccc3c2=O)cc1Cl
→ -14.3%	-10.3
> COc1cccc2c(=O)n(CC(=O)N3CCN(c4ccccc4)CC3)ccc12
→ -3.6%	6.0
> C=CCN1C(=O)C(CC(=O)NCC)SC1=Nc1ccc(S(N)(=O)=O)cc1 (centres undefined)
→ 2.5%	3.2
> CC(C)(C)c1ccc(Oc2ccc(NC(=O)c3ccccc3C(=O)O)cn2)cc1
→ 0.9%	6.7
> O=c1nccc(Nc2ccccc2)[nH]1
→ 5.5%	-5.6
> Cc1nn(Cc2cccc(C(=O)NC(C)c3ccc(C(C)(C)C)cc3)c2)c(C)c1[N+](=O)[O-] (centres undefined)
→ -1.6%	·

Entries shown so far with a COOH group, in the order listed:
Sequence of screens: M. tuberculosis GlmU	Mtb RmlCD inh
> COC(=O)c1sc(-c2ccc(Cl)cc2)cc1NC(=O)CSCC(=O)O
→ 2.7%	15.3
> CC(C)(C)c1ccc(Oc2ccc(NC(=O)c3ccccc3C(=O)O)cn2)cc1
→ 0.9%	6.7

Continued:
Sequence of screens: M. tuberculosis GlmU	Mtb RmlCD inh
> O=C(Nc1cccc([N+](=O)[O-])c1)c1ccc(N2CCCC2=O)cc1
→ -2.2%	-9.2
> Cc1ccc2nc(NC(=O)CSc3nncc(=O)n3N)sc2c1
→ 4.3%	15.4
> COC(=O)Nc1cc(C(F)(F)F)ccc1N1CCN(c2ccccc2)CC1
→ -0.6%	·
> C/C(=N/OC(=O)c1cccc(Cl)c1)c1nccs1
→ -1.6%	7.6
> On1c(-c2ccccc2Cl)nc2ccccc21
→ 0.0%	6.9
> O=C(Nc1ccc(Cl)cc1)c1sccc1-n1cccc1
→ -3.3%	7.5
> CC(C)Oc1cc(NC(=O)CS(=O)(=O)CC(=O)N(C)C)c(Cl)cc1Cl
→ 1.9%	-10.0
> Cc1ccccc1C(=O)N1CCN(c2ccc(NC(=O)c3ccco3)cc2Cl)CC1
→ 4.0%	9.9
> NNC(=O)c1cc(-c2ccc(O)cc2)nc2ccc(Br)cc12
→ 0.4%	12.4
> Cc1ccc(-n2c(C)nc3ccccc3c2=O)cc1C
→ 6.5%	3.4
> COCC(=O)N1CCN(c2nc3ccccc3o2)CC1
→ 0.4%	4.2
> C=CCN1C(=O)NC(=O)/C(=C/C=C/c2ccccc2)C1=O
→ 3.0%	5.0
> C=CCNC(=O)NC(=O)COC(=O)CCCSc1nc2ccccc2[nH]1
→ 2.3%	-8.5
> CCOc1ccc2[nH]c(=O)c(C(c3nnnn3Cc3ccco3)N3CCCC(C)C3)cc2c1 (centres undefined)
→ 4.6%	·
> Cc1cccc(OCCOc2ccccc2C=C(C#N)C#N)c1
→ -0.2%	·
> O=C(NCCc1ccc2c(c1)OCCO2)c1ccc([N+](=O)[O-])cc1Cl
→ -4.8%	8.8
> Cc1cc(C)c[n+](CC(=O)c2ccc(-c3ccccc3)cc2)c1
→ 1.6%	11.3
> O=C(c1ccco1)N1CCN(C(=O)C2CC(c3ccc(Cl)c(Cl)c3)=NO2)CC1 (centres undefined)
→ -0.6%	·
> COc1ccc(NC(=O)C(=O)N/N=C/c2cccnc2)cc1
→ -1.5%	·
> CCN(CC)C(=O)c1ccc2c(c1[N+](=O)[O-])C(=O)c1ccccc1C2=O
→ -0.6%	5.2
> COc1cccc(OC)c1C(=O)Nc1ccc(N2CCCCC2)cc1
→ -5.8%	9.4
> N#CCCN(C(=O)COc1ccc(Br)cc1F)c1ccc(F)cc1
→ -2.0%	5.7
> CC(=O)Nc1ccc(Nc2ncnc3c2cnn3-c2ccc(C)cc2C)cc1
→ 3.5%	·
> COc1nc(-c2ccc(C)cc2)ccc1-c1noc(-c2cccnc2)n1
→ -5.4%	·
> COc1ccc(OCC(O)CNC(=O)c2ccccc2)cc1 (centres undefined)
→ -0.5%	3.5
> CNC(=O)N(C1=NCCCCC1)c1ccc(Br)cc1
→ 2.2%	11.7
> C=CCn1c(NC)cc(=O)n(C)c1=O
→ -1.2%	-1.5
> COc1ccccc1CC(=O)N1CCN(c2cccc(C(F)(F)F)c2)CC1
→ 1.0%	·
> Cn1c(=O)c2c(ncn2CC(=O)OCC(=O)NC2CCCc3ccccc32)n(C)c1=O (centres undefined)
→ 3.3%	-6.0
> O=C(c1ccc2c3c(cccc13)CC2)N1CCN(c2ncccn2)CC1
→ 4.5%	·
> COc1cc(CNC(=O)c2ccc3c(c2)S(=O)(=O)c2ccccc2C3=O)cc(OC)c1
→ 4.7%	·
> CCOc1ccccc1-c1nc(C(N)=O)c2[nH]c(=O)n(-c3cccc(C)c3)c2n1
→ ·	-11.5
> CCN1CCCc2cc(CN(CCN3CCOCC3)C(=S)Nc3cc(F)cc(F)c3)ccc21
→ 0.6%	-3.3
> Cc1cc(C)c2c(n1)sc1c(O)cc(=O)[nH]c12
→ 3.0%	-5.5
> CCCCC(=O)Nc1ccccc1C(=O)OCC(=O)c1ccc2c(c1)OCCO2
→ -3.1%	22.4
> O=C1NC(CCc2ccccc2)C(=O)N1Cc1cccc2ccccc12 (centres undefined)
→ 2.3%	11.6
> CCOC(=O)CNc1c(-c2ccc(O)cc2)nc2ccc(Cl)cn12
→ -1.2%	8.1
> CC12CCC(c3c(C(=O)N4CCOCC4)nn(-c4ccccc4)c31)C2(C)C (centres undefined)
→ -6.5%	0.0
> CCOC(=O)C(=CNc1cccc(C)n1)C(=O)OCC
→ ·	9.4
> O=C(Nc1ccc2oc(=O)ccc2c1)c1ccc(-c2cccc([N+](=O)[O-])c2)o1
→ -0.6%	7.3
> Cc1c(C(=O)Nc2cccc(-c3nnc4n3CCCCC4)c2)oc2ccccc12
→ 1.6%	-6.7
> COc1ccc(NC(=O)CSc2n[nH]c(-c3ccco3)n2)cc1
→ 6.3%	-9.1
> Cc1cc(/C=C2/NC(=O)NC2=O)c(C)n1-c1ccc(C#N)cc1
→ 9.5%	-7.8
> Cc1c(OCc2ccccc2)cccc1OCc1ccccc1
→ 1.9%	·
> O=C(Nc1ccc(Cl)cc1C(F)(F)F)C(Sc1nnc(-c2cccs2)o1)c1ccccc1 (centres undefined)
→ -5.5%	-0.9
> Cc1cc(NCCCN2CCOCC2)n2c(nc3ccccc32)c1C#N
→ 10.6%	-3.0
> NC(=O)c1cc([N+](=O)[O-])ccc1NCc1cccnc1
→ -4.7%	29.8

The list is partial; the hit share may differ from the screen's.
